CASP6 VEID inh – human caspase-6 inhibitors, primary screen, biochemical, VEID-R110 fluorescence, single point, set 2. AID 686996, 2013. inhibition, % at 12.5 µM. purified caspase-6, Z-VEID-R110 cleavage fluorescence. hit rate 0.53% among 350,000. P55212;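 active = mean inhibition across replicates at least about 35%, with every replicate also reaching that limit, limit read from the data; inconclusive = only one of the two criteria met; inactive = neither criterion met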;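 also: 0% = median of neutral control wells and 100% = no fluorescence left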
Target sequence (P55212 24-179 limits assumed): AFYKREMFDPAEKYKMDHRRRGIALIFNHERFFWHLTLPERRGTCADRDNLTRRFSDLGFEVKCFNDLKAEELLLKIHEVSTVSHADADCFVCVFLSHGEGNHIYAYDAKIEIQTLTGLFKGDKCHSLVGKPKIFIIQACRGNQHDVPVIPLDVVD
Target sequence (P55212 194-293 limits assumed): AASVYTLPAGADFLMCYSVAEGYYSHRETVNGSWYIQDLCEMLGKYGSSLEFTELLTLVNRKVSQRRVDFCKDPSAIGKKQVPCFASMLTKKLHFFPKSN
ARNT-TACC3 inh – disruptors of ARNT/TACC3 protein interaction, primary screen, biochemical, AlphaScreen, single concentration. AlphaScreen His-ARNT PAS-B/GST-TACC3 binding, luminescence; TACC3 fragment carries E629A point mutation. inhibition, % at 9.99 µM. hit rate 0.66% among 390,000;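 active = mean inhibition of replicates at least 50% and at least half of replicates each reaching 50%; inconclusive = half or more replicates reach 50% but mean below 50%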;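 also: 0% = complete ARNT plus TACC3 wells and 100% = ARNT alone without TACC3; many hits fall short of the cut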
PAX8 reporter – inhibitors of PAX8-driven TPO luciferase reporter, primary screen, RMG-I cells, single concentration; hit rate 1.2% among 360,000; SteadyGlo, 24 h; inhibition, % at 12.6 µM;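 active = mean replicate inhibition at least 60% with every replicate also reaching 60%; inconclusive = only one of the two criteria is met; inactive = mean below 60% and not all replicates reaching 60%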;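 also: luciferase light reporting Pax8 driven TPO promoter activity; plate controls were median of neutral control wells for no effect and mitoxantrone controls for full effect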
EWS-Fli block – EWS/Fli-driven NR0B1 reporter inhibitors, primary screen, A673 cells, NR0B1 luciferase, luminescence, MLPCN library | viability-normalised | hit rate 0.67% among 350,000 | inhibition, % at 12.6 µM;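 active = mean inhibition of at least 50% after viability correction, with every replicate also passing that limit; inconclusive = mean reaches 50% but only one of two replicates passes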;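 also: firefly luciferase signal divided by Alamar Blue viability fluorescence both relative to DMSO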
LGR2 antag – inhibitors of bursicon-induced LGR2 CRE-luciferase signal, primary screen, cell-based, HEK293, CRE-luciferase reporter, bursicon stimulation; Drosophila bursicon receptor LGR2 (rickets); bursicon-stimulated, 4 h; inhibition, % at 9.99 µM; hit rate 0.35% among 380,000;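 active = drop in luminescence signal, shown as inhibition above about 50% in the replicate tests, limit read from the data, passing the limit was not always enough; inconclusive = probably only some replicates passing the limit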;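 also: agonist challenge used bursicon conditioned medium at about half maximal strength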
DENV2 CPE rescue – inhibitors of DENV2 cytopathic effect, primary screen, cell-based, plate reader, single concentration; CPE inhibition, % at 9.99 µM; DENV2-infected cells, cytopathic effect rescue; hit rate 1.7% among 350,000; in the data active = CPE inhibition above about 20%, passing the limit was not always enough; inconclusive = no clear call, values can overlap the other calls; tested in BHK-21 cells;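 also: 0% = median of neutral control wells and 100% = median of positive control wells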
SIRT5 inh – SIRT5 desuccinylase inhibitors, primary screen, biochemical, fluorescence imaging, single point, set 5 | inhibition, % at 15 µM | Purified SirT5, succinyl-peptide AMC, trypsin-coupled fluorescence | NAD-dependent protein deacylase sirtuin-5, mitochondrial (Homo sapiens), Q9NXA8 | hit rate 1.1% among 330,000; in the data active = inhibition above about 15%; inconclusive = no clear call, values can overlap the other calls
Target sequence (Q9NXA8 whole entry, looked up): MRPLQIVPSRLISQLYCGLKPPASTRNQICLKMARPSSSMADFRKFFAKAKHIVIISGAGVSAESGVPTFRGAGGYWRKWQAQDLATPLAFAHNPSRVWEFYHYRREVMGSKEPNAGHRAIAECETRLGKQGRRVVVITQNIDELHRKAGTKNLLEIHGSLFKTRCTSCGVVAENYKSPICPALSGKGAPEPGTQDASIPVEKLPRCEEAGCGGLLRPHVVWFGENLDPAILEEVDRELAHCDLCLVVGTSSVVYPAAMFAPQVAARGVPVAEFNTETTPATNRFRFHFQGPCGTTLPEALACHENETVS
Starred values were filed as active, the others as inactive; u = inconclusive; x = no result given; & = joins results of further samples.

Sequence of screens – CASP6 VEID inh	ARNT-TACC3 inh	PAX8 reporter	EWS-Fli block	LGR2 antag	DENV2 CPE rescue	SIRT5 inh
- Cc1nn(-c2ccc(F)cc2)c(C)c1CN1CCN(CCC(C)C)C(CCO)C1 (stereo not given)
→ -2	-3	-3	-8	4	11	4
- C/C(=N\NC(=O)c1ccco1)c1ccc(-c2ccccc2)cc1
→ -2	-5	-32	-116	-44	-4	-1
- O=C1CSC(c2ccc([N+](=O)[O-])cc2)N1c1ccccc1 (stereo not given)
→ -4	3	5	-3	-11	3	-2
- CCCC(=O)N1C[C@H]2[C@@H](c3ccccc31)[C@@H](CO)N2C(=O)Nc1ccc(F)cc1
→ -3	4	-3	-2	12	28*	0
- CCCn1nc(C(=O)NNC(=O)CSCC(=O)Nc2cc(C)on2)c2ccccc2c1=O
→ 2	-6	2	0	-19	10	4
- O=C(O)Cc1ccc2oc(-c3ccccn3)nc2c1
→ 7	-11	-24	0	8	-3	-5
- O=C(OC1CC2CC1[C@H]1CCCCN1C2=O)N1CCN(S(=O)(=O)c2ccccc2)CC1 (stereo not given in full)
→ -2	x	-13	0	-3	-5	-3
- CC(=O)Nc1ccc(NC(=O)Cn2nc(C(=O)Nc3ccc(C)cc3)ccc2=O)cc1
→ 0	-1	-18	-1	10	3	-1
- COc1cccc(CN2CCN(Cc3ccc(C#CC(C)(C)O)s3)CC2CCO)c1 (stereo not given)
→ -6	-2	4	6	x	x	-2
- COc1ccc(C)cc1S(=O)(=O)N(C)CC(=O)NCc1ccccn1
→ -3	1	-5	-9	7	-4	-4
- CCS(=O)(=O)Nc1ccc2c(c1)C(=O)N(C)[C@H]1CC[C@@H](CC(=O)NCCCN3CCOCC3)O[C@H]1CO2
→ -5	7	2	7	-1	2	-2
- C[C@H](CO)N1C[C@H](C)[C@H](CN(C)C(=O)C2CCC2)Oc2cc(C3=CCCC3)ccc2S1(=O)=O
→ 3	-6	x	3	-7	3	2
- Cc1noc(C)c1NC(=O)N(C)C[C@@H]1Oc2ccc(NS(=O)(=O)c3ccccc3)cc2CC(=O)N([C@H](C)CO)C[C@@H]1C
→ 0	-8	-27	-18	-12	-4	-1
- O=C(NCc1cc(Cl)cc(Cl)c1)c1ccc2nc(COCCO)[nH]c2c1
→ 2	x	-14	3	-3	u	-3
- C[C@@H]1CCCCO[C@@H](CN(C)S(=O)(=O)c2ccccc2)[C@H](C)CN([C@@H](C)CO)C(=O)c2cc(NC(=O)C3CCCCC3)ccc2O1
→ 2	-1	-46	0	16	-8	1
- CC(C)c1cc(CNC(=O)C2CCC(=O)N(Cc3ccccc3F)C2)on1 (stereo not given)
→ 0	-3	-3	x	-4	6	-3
- COc1cc(NS(=O)(=O)c2cc(NC(C)=O)ccc2OC)c(OC)cc1NC(=O)c1ccccc1
→ 11	2	14	11	5	-6	-1
- Cn1cc(CN2CCCC(CO)(Cc3ccccc3)C2)cn1 (stereo not given)
→ 2	-2	1	-1	7	1	5
- CC(C(=O)NCc1ccco1)n1nc(-c2ccccc2)c2cc(Cl)ccc21 (stereo not given)
→ 1	1	28	4	3	15	x
- CCOC(=O)CNC(=O)CN1CCC(c2nc3ccccc3[nH]2)CC1
→ -1	4	-7	-8	-3	4	-2
- COc1ccc(OC)c2c1cc(C(=O)N[C@H](C(=O)N1CCC[C@H]1C(=O)O)C(C)C)n2C
→ 33	-9	x	0	26	-10	x
- Cc1cc(C)c2nc(NC(=O)c3cccc(S(=O)(=O)N4CCc5ccccc54)c3)sc2c1
→ -2	-2	40	-2	-5	-2	x
- CC1(C)C[C@@H]1C(=O)N/C(=C\CCCCSC[C@H](N)C(=O)O)C(=O)O
→ 0	-2	12	-13	-41	-7	4
- CSCCC(N=C(NS(=O)(=O)c1ccc(C)cc1)c1ccccc1)C(=O)O (stereo not given)
→ 1	-17	13	-3	12	14	-6
- CCCNC(=O)N(C)C[C@@H]1Oc2ncc(C#CCC3CCCC3)cc2C(=O)N([C@@H](C)CO)C[C@H]1C
→ 4	-5	x	6	9	7	2
- CCOc1ccc(S(=O)(=O)N2CN3CCN(C3)C2)cc1
→ -73	-2	13	0	11	-2	2
- CC=Cc1ccc2n(c1=O)C[C@@H]1[C@@H](CO)[C@H](C(=O)NCc3ccccc3F)N(S(C)(=O)=O)[C@H]21 (mixture of isomers)
→ 2	-13	x	2	-3	4	-8
- CC(C)NC(=O)N(C)C[C@H]1Oc2c(NC(=O)NC3CCCCC3)cccc2C(=O)N([C@@H](C)CO)C[C@@H]1C
→ x	-8	x	-3	12	-2	-1
- CCCC(=O)N(c1ccc2oc(C)c(C(C)=O)c2c1)S(=O)(=O)c1ccc(C(=O)O)cc1
→ 2	-2	-3	2	6	2	-1
- C[C@@H]1CN([C@H](C)CO)C(=O)c2cc(NS(=O)(=O)c3cn(C)cn3)ccc2O[C@@H]1CN(C)CC1CCCCC1
→ 2	-6	x	8	9	-1	0
- COc1cc(Br)c(CN2C(=O)NC3(CCCCCC3)C2=O)cc1OC
→ 7	-6	-8	4	-30	2	-3
- CCc1nc(N2CCN(C(C)=O)CC2)c2c3c(sc2n1)CCCC3
→ 0	1	-5	-7	-10	u	0
- COCCN(C(=O)CSc1nnc(-c2ccco2)n1C)c1c(N)n(CC(C)C)c(=O)[nH]c1=O
→ 0	-8	-2	-8	5	-9	-2
- C[C@H](CO)N1C[C@H](C)[C@H](CN(C)C(=O)Nc2ccccc2)OCCCC[C@H](C)Oc2ccc(NC(=O)CCC(F)(F)F)cc2C1=O
→ -4	-11	-9	-2	u	1	3
- CCCCC(=O)Nc1nnc(S(=O)(=O)N(CC)c2ccccc2)s1
→ -4	-10	9	-1	-2	-3	-1
- CSc1ncc(C(=O)NCCCc2ccccc2)c(C)n1
→ -7	-9	13	-13	6	4	-2
- CC(=O)N1CCN(c2ccc(NCc3ccc(-c4ccc(Br)cc4)o3)cc2)CC1
→ 0	-12	-6	0	-10	-1	x
- COCCNC(=O)/C(C#N)=C/c1ccc(C(=O)O)cc1
→ 0	-17	1	-4	1	-1	0
- NC(=O)Cn1nc([N+](=O)[O-])nc1Oc1ccccc1F
→ 0	9	-9	0	-11	-7	-3
- Cc1ccc(S(=O)(=O)Nc2ccc3c(c2)C(=O)N([C@@H](C)CO)C[C@H](C)[C@H](CN(C)CC2CCCCC2)OCCCC[C@H](C)O3)cc1
→ 1	6	14	16	11	-7	3
- CCc1nc2cccnc2n1-c1ccc(CC(=O)O)cc1
→ 0	-4	-20	3	-9	9	-2
- Cc1ccc(-c2nn(C)c(=O)c3ccccc23)cc1S(=O)(=O)NCCN(C)C
→ 5	-7	6	10	-2	u	-2
- O=C(C[C@H]1CC[C@@H](NC(=O)Nc2ccccc2F)[C@H](CO)O1)NCc1ccc(Cl)cc1
→ -2	-4	-3	4	-16	-7	2
- CC(=O)c1nn(-c2ccccc2)cc1C(=O)c1ccc(C)cc1
→ 0	x	9	9	-3	-7	-3
- CCOc1ccccc1CNC(=O)C1CCN(c2nn3c(=O)cc(C)nc3s2)CC1
→ -2	7	-6	1	19	2	-1
- Cc1cc(C)n(CC(=O)N/N=C/c2c[nH]c3ccccc23)n1
→ 1	-2	14	-2	0	1	1
- COc1ccc(S(=O)(=O)Nc2cccc3c2O[C@H](CN(C)C(=O)Nc2ccc4c(c2)OCO4)[C@@H](C)CN([C@H](C)CO)C3=O)cc1
→ 0&-2	-9&6	7	-6&4	-4&3	0&-6	-1
- Cc1noc(C)c1NC(=O)Nc1ccc2c(c1)C(=O)N([C@@H](C)CO)C[C@@H](C)[C@@H](CN(C)CC1CC1)OCCCC[C@@H](C)O2
→ -1	-1	-41	x	-1	-5	3
- COc1cc(OC)cc(C(=O)Nc2ccc(N3CCOCC3)cc2N2CCOCC2)c1
→ 3	10	4	-6	-12	-5	0
- CCOC(=O)NNC(=O)C1CCC(C)CC1 (stereo not given)
→ 0	-1	0	-3	2	-10	-7
- COCc1ccc(C(=O)NC2CC(C)(C)Cc3c2cnn3-c2ccc(OC)cc2)o1 (stereo not given)
→ -4	2	1	-15	-7	0	-2
- C[C@@H]1CCCCO[C@@H](CN(C)S(=O)(=O)c2ccc(F)cc2)[C@H](C)CN([C@@H](C)CO)C(=O)c2cc(NC(=O)C3CCCCC3)ccc2O1
→ -1	-1	-6	-8	18	x	1
- CN(C)C(=O)C[C@H]1CC[C@@H]2[C@H](COC[C@@H](O)CN2CC2CC2)O1
→ -4	-1	14	-2	10	5	-1
- CC(=O)c1ccc(Sc2ccccn2)c([N+](=O)[O-])c1
→ -2	x	6	3	1	1	1
- C[C@H]1O[C@H](O[C@H]2[C@H](O[C@@H]3CC[C@@]4(C)C(CC[C@]5(C)C4CC=C4[C@@H]6CC(C)(C)CC[C@]6(C(=O)O[C@@H]6O[C@H](CO)[C@@H](O)[C@H](O)[C@H]6O)CC[C@]45C)C3(C)C)O[C@H](C(=O)O)[C@@H](O)[C@@H]2O)[C@@H](O)[C@@H](O)[C@@H]1O (stereo not given in full)
→ 2	-25	x	4	x	109*	x
- COc1cc(C(=O)c2ccccc2C(=O)O)c(OC)c2c1CCCC2
→ 1	-8	-25	-9	-4	-2	0
- CN(Cc1ccccc1)C(=O)c1csc([C@H]2C[C@H](O)[C@@H](CO)O2)n1
→ -1	x	-15	11	4	4	1
- C[C@H](CO)N1C[C@H](C)[C@H](CN(C)Cc2ccccc2)Oc2ccc(N(C)C)cc2C1=O
→ 1	-3	-14	4	14	-3	0
- NC(=S)N/N=C/c1ccccc1OC(=O)/C=C/c1ccccc1
→ -1	34*	12	2	-1	-2	-13
- COc1ccc(-c2cc(C)no2)cc1S(=O)(=O)NCc1ccc(OC(C)C)cc1
→ 5	-10	-21	3	6	3	-2

(listing goes on)
Sequence of screens – CASP6 VEID inh	ARNT-TACC3 inh	PAX8 reporter	EWS-Fli block	LGR2 antag	DENV2 CPE rescue	SIRT5 inh
- COC(=O)[C@]12C[C@H](CC(=O)NCCC(C)C)C(=O)N(Cc3ccccc3)C1=C[C@H](C(C)(C)C)O[C@@H]2C
→ -1	x	-3	1	9	u	x
- COc1ccc(S(=O)(=O)N(C)C[C@@H]2OCCCC[C@H](C)Oc3ccc(NS(=O)(=O)c4ccc(C)cc4)cc3C(=O)N([C@@H](C)CO)C[C@H]2C)cc1
→ -2	-4	7	15	-6	4	4
- CC1CCc2cc(F)ccc2N1C(=O)c1cnc2sccn2c1=O (stereo not given)
→ 0	-1	5	-9	x	0	9
- CC(C)NC(=O)NC(=O)CSc1nnc(-c2ccccc2F)n1N
→ 1	-5	-19	7	-30	x	-7
- Cc1cc(C)cc(NC(=S)/C(=C(\[O-])c2ccc(Cl)cc2Cl)[n+]2ccccc2)c1
→ 9	1	-9	3	12	1	-3
- Nc1ccc(-c2nc3ncccc3o2)cc1
→ -2	-19	-33	-45	-15	14	-62
- COc1ccc(NC(=O)Cc2c(C(=O)O)n(C)c3ccccc23)cc1OC
→ 1	-3	13	-10	6	7	0
- NS(=O)(=O)c1ccc(NC(=O)c2cccc3ccccc23)cc1
→ -1	-7	14	16	8	2	-4
- COc1ccc(S(=O)(=O)N(C)C[C@@H]2Oc3ccc(NS(=O)(=O)c4ccc(Cl)cc4)cc3C(=O)N([C@H](C)CO)C[C@@H]2C)cc1
→ -2	-4	x	9	2	-5	6
- COc1ccc(N(C)S(=O)(=O)c2cccc(C(=O)N(C)Cc3ccc(C)o3)c2)cc1
→ 3	-3	-2	3	4	0	-5

Only ARNT-TACC3 inh, for some of the entries so far:
| SMILES | ARNT-TACC3 inh |
| --- | --- |
| COc1ccc(NC(=O)Cc2c(C(=O)O)n(C)c3ccccc23)cc1OC | -3 |
| NS(=O)(=O)c1ccc(NC(=O)c2cccc3ccccc23)cc1 | -7 |
| COc1ccc(S(=O)(=O)N(C)C[C@@H]2Oc3ccc(NS(=O)(=O)c4ccc(Cl)cc4)cc3C(=O)N([C@H](C)CO)C[C@@H]2C)cc1 | -4 |
